# Rab9 prom act – activates the Rab9 promoter. Huh7 Rab9 promoter-luciferase reporter, luminescence, 24 h. Potency, µM (doses to about 9.22 µM), inactives show at the highest dose activation, negative = inhibition, actives largely listed as activators. 320,000 compounds, 2.8% hits. AID 485297; also: % of control where 0% means no effect; nearly all actives have a fitted effect of over 60% in size
#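 Huh7 reporter line, Rab9 promoter upstream of luciferase. Compound exposure 24 h at 37 °C in reduced-serum medium with 10% FBS. Read-out: luminescence.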
# FLuc modulator – counter-screen for miR-21 project: firefly luciferase inhibitors or activators. P08659. Potency, µM (titrated, usually from 57.5 µM), for inactives: top-dose activity change, negative = inhibition, hits mostly inhibitors. 360,000 compounds, 6.9% hits. purified FLuc, Km substrates, luminescence inhibition;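 also: plate controls were vehicle for no effect and reference inhibitor for full effect; nearly all actives have a fitted effect of over 55% in size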
#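 Purified P. pyralis luciferase, 10 nM final, with Km-level 10 uM D-luciferin and 10 uM ATP in 50 mM Tris acetate pH 7.5, 10 mM Mg acetate, 0.01% Tween-20, 0.05% BSA; 6-point qHTS titration about 60 µM downward; luminescence read.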
# RORg inh – inhibitors of mouse ROR gamma transcriptional activity. P51450. Drosophila S2 Gal4-RORgamma UAS-luciferase reporter, 20 h. Potency, µM (top dose mostly 53.6 µM), for the others: top-dose activity change, negative = inhibition, most hits filed as inhibitors. 310,000 compounds, 5.4% hits. AID 2551; also: % is scaled to controls: 0 for no effect and ±100 for the full control effect; nearly all actives have a fitted effect of over 60% in size
# Target sequence (P51450 whole entry, looked up, the tested form may be a part): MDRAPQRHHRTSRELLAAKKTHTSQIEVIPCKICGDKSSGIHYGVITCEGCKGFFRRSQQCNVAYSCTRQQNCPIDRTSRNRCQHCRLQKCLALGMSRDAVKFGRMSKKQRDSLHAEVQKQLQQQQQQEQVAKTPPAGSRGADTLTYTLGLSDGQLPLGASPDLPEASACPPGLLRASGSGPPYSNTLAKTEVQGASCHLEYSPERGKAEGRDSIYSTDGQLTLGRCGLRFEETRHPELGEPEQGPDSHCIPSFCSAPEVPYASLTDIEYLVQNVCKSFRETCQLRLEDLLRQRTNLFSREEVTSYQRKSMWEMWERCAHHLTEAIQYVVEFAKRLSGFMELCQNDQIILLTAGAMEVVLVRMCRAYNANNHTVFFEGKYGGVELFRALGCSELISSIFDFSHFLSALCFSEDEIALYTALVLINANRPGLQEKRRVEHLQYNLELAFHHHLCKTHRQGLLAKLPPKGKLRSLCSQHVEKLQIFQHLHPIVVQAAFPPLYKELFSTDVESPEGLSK
#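 Stable Schneider cell line, Gal4 DNA-binding domain fused to ROR gamma, UAS-luciferase. Cmpd 1 hr RT → CuSO4 700 uM final → 20 hr RT → luciferase reagent 10 min → luminescence.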
# BRCA1 expr act – increases BRCA1 expression; MCF7-BRCA1-FFLuc reporter, luminescence, 48 h; response scale: scaled: vehicle 0%, 10 µM genistein 100%; Potency, µM (series often up to 46.1 µM), for inactives: top-dose activation, most hits filed as activators; 380,000 compounds, 1.1% hits; also: nearly all actives have a fitted effect of over 80% in size; some results filed as inactive show a strong effect at the top dose
#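 Compounds are tested at multiple concentrations on MCF7 BRCA1-luciferase reporter cells seeded at 2000 per well; after 48 h, a single luminescence end-point is taken and curves fitted to the normalized data.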
# uPA surface inh – inhibitors of cell surface uPA generation. cell surface uPA generation assay, qHTS. Potency, µM (titrated, usually from 38.3 µM), for the others: at the top dose activity change, negative = inhibition, usual class: inhibitors. 330,000 compounds, 0.31% hits; active = well fitted inhibition curve with a large enough effect; inconclusive = small, poorly fitted or top-dose-only effect; inactive = no such curve, though single readings can be large or run the other way; tested in mouse RAW 264.7 cells; also: % is scaled to controls: 0 for no effect and ±100 for the full control effect; nearly all actives have a fitted effect of over 55% in size
# NPC1 prom act – NPC1 promoter activation; 320,000 compounds, 2.4% hits; Potency, µM (highest dose often 9.22 µM), inactives show top-dose activation, actives largely listed as activators; Huh7 NPC1 promoter luciferase reporter, 24 h;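 also: % of control where 0% means no effect; nearly all actives have a fitted effect of over 60% in size; reporter is driven by a mutant NPC1 promoter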
#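 Luminescence from an NPC1 promoter-driven luciferase reporter in stably transfected Huh7 cells was measured after 24 h compound treatment at 37 °C, followed by 10 min ambient incubation with luciferase detection reagent.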
# Gal4-VP16 FLuc – inhibits Gal4-VP16 luciferase reporter, ROR gamma counter-screen | Drosophila S2 Gal4-VP16 UAS-luciferase, luminescence, 20 h | Potency, µM (top dose mostly 53.6 µM), without a hit: top-dose activity, negative = inhibition, most hits filed as inhibitors | 310,000 compounds, 3.5% hits | AID 2546;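 also: Gal4-VP16 expression switched on by copper sulfate through the metallothionein promoter; % is scaled to controls: 0 for no effect and ±100 for the full control effect; nearly all actives have a fitted effect of over 50% in size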
# p53 reactivation – restores transcriptional activity of mutant p53. H1299 p53-A138V BP100-luciferase reporter, luminescence, 24 h. Potency, µM (top dose mostly 92.2 µM), inactives show top-dose activity change, positive = activation, most hits filed as activators. 320,000 compounds, 0.063% hits. AID 504706; also: % of control where 0% means no effect; nearly all actives have a fitted effect of over 45% in size
#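 H1299 (p53-null), stable ts p53-A138V + BP100-Luc; 1000 cells/well, Opti-MEM/10% FBS; cpd 4 pt, 1:5; 24 h, 37 deg C, 5% CO2; detection reagent 10 min RT; luminescence.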
# ELG1 genotoxic – genotoxicity induction in ELG1-luciferase HEK293T cells. HEK293T ELG1-luciferase reporter, luminescence, 16 h. Potency, µM (titrated, usually from 46 µM), for the others: top-dose activity change, positive = activation, hits mostly activators. 330,000 compounds, 1.3% hits. AID 504466; also: % of control where 0% means no effect; nearly all actives have a fitted effect of over 60% in size
#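 16 hr compound incubation (37 °C, 5% CO2) of HEK293T cells carrying luciferase-tagged ELG1; luciferase then measured by ONE-Glo luminescence after 30 min at RT.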
# MBNL1-CUG inh – inhibitors of human MBNL1 binding to CUG repeat RNA. Q9NR56. TR-FRET MBNL1-His/biotin-(CUG)12 binding, 665/545 ratio. Potency, µM (series often up to 57.5 µM), for the others: at the top dose activity change, negative = inhibition, hits mostly inhibitors. 280,000 compounds, 0.036% hits. AID 2675; active = well fitted inhibition curve with a large enough effect in the signal ratio, with a control signal flat, not every such curve was filed as active; inconclusive = small, poorly fitted or top-dose-only effect, or effect the other way, or a change in a side signal; inactive = no such curve, though single readings can be large or run the other way; the % refers to the signal ratio; also: % is scaled to controls: 0 for no effect and ±100 for the full control effect
# Target sequence (Q9NR56 whole entry, looked up): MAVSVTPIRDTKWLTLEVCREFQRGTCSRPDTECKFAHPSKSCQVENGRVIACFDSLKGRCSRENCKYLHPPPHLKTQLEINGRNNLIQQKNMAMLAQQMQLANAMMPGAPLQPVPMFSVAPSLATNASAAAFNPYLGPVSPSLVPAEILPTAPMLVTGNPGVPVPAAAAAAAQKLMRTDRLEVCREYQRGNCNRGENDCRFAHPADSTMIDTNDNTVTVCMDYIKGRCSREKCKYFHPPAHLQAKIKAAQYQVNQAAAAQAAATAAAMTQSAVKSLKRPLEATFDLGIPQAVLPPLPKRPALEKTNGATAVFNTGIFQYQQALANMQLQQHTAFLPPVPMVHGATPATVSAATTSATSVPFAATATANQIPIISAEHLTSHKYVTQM
#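 Inhibition of protein-RNA binding appears as loss of TR-FRET between terbium anti-His antibody on MBNL1-His and streptavidin-XL665 on biotin-(CUG)12. Activity is normalized to buffer-only and uninhibited-complex controls.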
# Starred values were filed as active, the others as inactive; ? = inconclusive; nt = not tested or not shown; & = joins results of further samples; [ ] = another dose, or the depositor's remark. Unless noted, calls follow the shape of the dose curve; as a rule, active = well fitted curve in the direction sought with a large enough effect; inconclusive = small, poorly fitted or top-dose-only effect, or another doubt; inactive = no such curve, though single readings can be large; an effect the other way counts as inactive or inconclusive. Potency is read from the fitted curve at half-maximal effect. Compounds were not picked by outcome; 13% or so of the library scored in one or more.
SMILES,Rab9 prom act,FLuc modulator,RORg inh,BRCA1 expr act,uPA surface inh,NPC1 prom act,Gal4-VP16 FLuc,p53 reactivation,ELG1 genotoxic,MBNL1-CUG inh
C/C=C/Cn1c(SCc2ccccc2)nc2c1c(=O)[nH]c(=O)n2C,6%,2%,0%,-36%,-10%,-2%,11%,-3%,-2%,-8%
Fc1ccc(F)c(C2=NNC(=NCC3CCCO3)SC2)c1 (stereo unspecified),2.2µM*,?,?,-13%,-7%,?,-58%,3%,14%,14%
O=C(c1ccc(N2CCC3(CC2)OCCO3)c([N+](=O)[O-])c1)N1CCOCC1,18%,2%,37%,36%,0%,-1%,2%,9%,11%,?
c1coc(CNc2c3c(nc4ccccc24)CCC3)c1,3%,-2%,-28%,-45%,-1%,-3%,-2%,?,-7%,-6%
CCCc1nc(SCC(=O)Nc2nnc(CC)s2)c2c(C)c(C)sc2n1,4%,-1%,-14%,-35%,-8%,0%,3%,-4%,1%,-6%
Cc1cccc(NC(=O)c2cc(S(=O)(=O)N3CCCCC3)c[nH]2)c1C,2%,1%&0%,-14%,-15%&-34%,15%,-1%,7%,-1%,0%,-7%
O=C1CC(c2ccccc2)CC(O)=C1C=NCc1ccccc1Cl (stereo unspecified),-15%,-2%,41%,-56%,?,-23%,0%,-2%,2%,-9%
O=C(Cc1ccc(Cl)cc1Cl)NC1CCCCCC1,13%,5%,-1%,9%,-1%,-2%,-8%,0%,3%,-1%
C/C(=N\NC(=O)c1ccccc1OCCOc1ccccc1)c1ccccc1F,2%,?,nt,-74%,-3%,-3%,nt,3%,-10%,nt
COc1ccc(-c2csc(Nc3ncccc3C)n2)cc1OC,?,-3%[2.3 µM],3.5µM*,2.8µM*,-7%,?,-27%,?,14%,-1%
COC(=O)c1ccccc1NC(=O)Nc1c(C)n(C)n(-c2ccccc2)c1=O,10%,2%,25%,2%,2%,2%,-4%,-2%,-7%,-2%
Nc1ccc2c(c1)C(=O)N(c1cccc3ccccc13)C2=O,12%,-8%,-16%[1.91 µM],-11%,-4%,2%,9%,-1%,1%,?
CCOC(=O)c1c(C)[nH]c(C(=O)COC(=O)COc2ccccc2C=O)c1C,9%,-12%,-8%[10 µM],-10%,-4%,0%,6%,15%,7%,nt
Cc1nc2ccc(S(=O)(=O)NCC(=O)Nc3cccc(F)c3)cc2s1,1%,-2%,21%,1%,-2%,-10%,11%,0%,0%,nt
Cc1ccnc(SCC(=O)O)n1,3%,0%,5%[10 µM],9%,nt,-2%,4%,0%,-2%,0%
COc1ccc(S(=O)(=O)N2CCOCC2)cc1C(=O)NCc1ccccc1CN1CCCC1,-3%,-4%,nt,3%,7%,-3%,nt,-5%,2%,nt
COc1ccc(C(C[N+](=O)[O-])c2c(C)[nH]n(-c3ccccc3)c2=O)cc1 (stereo unspecified),-2%[1.84 µM],?,13µM*,-20%,-14%,-2%,?,-13%,?,-25%
O=C(COc1cccc(Cl)c1)Nc1cc(S(=O)(=O)N2CCOCC2)ccc1N1CCOCC1,-3%,-2%,27%,-17%,8%,2%,2%,-5%,-6%,-5%
COc1ccc(NS(=O)(=O)c2cccc(C(=O)NCC(c3ccc(OC)cc3)N3CCOCC3)c2)cc1 (stereo unspecified),0%,-1%,-1%,-6%,-2%,-5%,16%,25%,-1%,-4%
Cc1c(C(=O)N2CCCCC2)c(S(=O)(=O)Nc2ccc(F)cc2F)c(C)n1C,-3%,-2%,-30%,-10%,0%,0%,-16%,2%,-2%[9.26 µM],-4%
CCOC(=O)c1ccc(NC(=O)c2nc[nH]c2C(=O)N2CCN(C(=O)OC(C)(C)C)CC2)cc1,-5%,-3%,-18%,nt,nt,-2%,2%,5%,-9%,-1%
Fc1cccc(Nc2ncnc3sccc23)c1,?,-18%,17%,18%,4%,0%,-18%,8%,0%,-9%
COP(=O)(OC)C(NC(=O)Nc1ccccc1)c1ccccc1 (stereo unspecified),7%,4%,3%,6%,3%,-3%,18%,0%,-1%,nt
CCCCNC(=O)CC1NCCNC1=O (stereo unspecified),0%,-1%,3%,0%,6%,-9%,3%,1%,-3%,3%
COc1ccc(C2c3[nH]c4ccccc4c3CCN2C(=O)c2ccccc2C(C)=O)c(F)c1 (stereo unspecified),5%,-10%,?,-23%,7%,4%,3%,-11%,-8%,3%
COc1ccc(NC(=O)c2cc3c(Cl)nc4ccccc4c3s2)cc1OC,-1%,-18%,?,-46%,-2%,-9%,?,-7%,2%,8%
O=S(=O)(N1CCOCC1)N1CCCN(S(=O)(=O)N2CCOCC2)CC1,-6%,9%,13%,-2%,-9%,-5%,-2%,1%,-2%,9%
OCC1(CCCc2ccccc2)CCN(C2CCSCC2)CC1,-3%,1%,-7%,-31%,-2%,-3%,0%,-3%,-4%,14%
O=C(O)c1ccc(NS(=O)(=O)c2cccc3nsnc23)cc1,1%,1%,7%,5%,0%,-1%,-12%,27%,-1%,?
CC(C)Nc1nnc(SCC(=O)/C=C2\N(C)c3ccccc3C2(C)C)s1,-1%,6%,-1%,-28%,0%,-3%,?,-22%,-9%,4%
O=C(O)C1CCCN(S(=O)(=O)c2ccc(F)cc2)C1 (stereo unspecified),1%,0%,10%,-3%,0%,-1%,-2%,-3%,0%,-5%
CN1CCOc2ccc(S(=O)(=O)NCCc3ccc(Cl)cc3)cc21,1%,-3%,8%,-1%,4%,-1%,-19%,6%,0%,4%
Cc1ccc(N2C(=O)CC(Sc3ccccc3C(=O)O)C2=O)cc1 (stereo unspecified),-1%,-9%,-16%[10 µM],-1%,-2%,1%,?,0%,0%,nt
Cn1nnnc1Sc1ncnc2scc(-c3ccc(F)cc3)c12,1%,3%,10µM*,-96%&-60%,-10%,4%,24%,-22%,-4%,0%
O=C(COc1ccc(Cl)cc1Br)NCC(c1ccco1)N1CCCC1 (stereo unspecified),-3%,?,nt,-10%,3%,-2%,nt,18%,0%,nt
CCOc1cc(C(=O)OCC(=O)Nc2ccc(SC(F)F)cc2)cc(OCC)c1OCC,-6%,0%,5%,-21%,11%,1%,-11%,14%,-2%,-6%
CCOC(=O)N1CCN(S(=O)(=O)c2ccc(F)c(C(=O)Nc3cccc(C)c3C)c2)CC1,-7%,0%,29%,-33%,nt,-2%,-4%,-5%,-1%,7%
O=C(CCN1C(=O)c2ccccc2C1=O)Nc1ccccc1C(=O)N1CCOCC1,-2%,12%,-24%,23%,3%,0%,1%,4%,-2%,5%
COc1ccc(C)cc1-n1c(=O)c2ccccc2c2ccccc2c1=O,4%,-9%,-24%,4%,-3%,-3%,3%,4%,8%,-7%
Cc1ccc(NC(=O)c2cc([N+](=O)[O-])ccc2N2CCOCC2)cc1S(=O)(=O)N1CCOCC1,-4%,2%,9%,-32%,-8%,-5%,3%,-8%,-7%,?
COCCCNc1nc2nonc2nc1N1CCC(C(C)N2CCOCC2)CC1 (stereo unspecified),-1%,-1%,0%,-13%,1%,0%,14%,1%,2%,3%
CN1CCN(C(=S)C(=O)Nc2ccccc2)CC1,-4%,6%,20%,12%,11%,-4%,-5%,13%,0%,-7%
Cc1cc(NC(=O)CSc2ccc(-c3nc4cc(C)c(C)cc4[nH]3)cn2)no1,0.45µM*,0.19µM*,-5%,-3%,nt,2µM*,-16%,?,?,14%
O=c1cc(-c2ccccc2)[nH]c2cc(Cl)ccc12,-19%,-6%,2%[96.6 µM],-62%,0.045µM*,-17%,-8%[96.6 µM],4%,?,8%
COC(=O)CCCCCCCCC(O)CN(C)C (stereo unspecified),-1%,-1%,12%,-9%,4%,0%,-7%,-2%,-1%,-4%
COc1ccc(Nc2nc(N3CCCCC3)nc(N3CCCCC3)n2)c(OC)c1,1%,-1%,-10%,6%,nt,0%,-7%,-3%,-7%,1%
Cc1cc(NC(=O)c2cc(S(=O)(=O)N3CCCCC3)ccc2C)no1,nt,nt,nt,-6%,-8%,nt,nt,-6%,1%,nt
Cc1ccc2nc(/C(C#N)=C/c3ccccc3C(=O)O)[nH]c2c1,5%,?,-7%,-40%,4%,0%,-11%,nt,-1%,23%
Cc1cc(=O)oc2cc(OCC(=O)OCC(=O)NC3CC3)ccc12,1%,-5%,-11%,-16%,3%,1%,11%,-1%,1%,3%
O=C(COC(=O)c1ccccc1C(=O)c1ccccc1)c1ccco1,-7%,2%,20%,3%,nt,-2%,-6%[0.365 µM],-5%,0%,-1%
CC(C)(C)NC(=O)CSc1nnc(-c2c[nH]c3ccccc23)o1,21%,?,3%,97%,7%,5%,6%,nt,5%,-9%
CCc1c(C)[nH]c2c1C(=O)C(CN1CCOCC1)CC2 (stereo unspecified),-13%[46.1 µM],nt,nt,1%,11%,2%[46.1 µM],nt,nt,nt,nt
CCN(CCO)Cc1csc2cc(C)ccc12,-5%,4%,9%,-14%,-5%,1%,-8%,-4%,-3%,nt
COc1cccc(NC(=O)[C@H](C)NC(=O)C2CCN(S(=O)(=O)c3ccc(C)cc3)CC2)c1,0%,2%,-2%,0%,1%,-1%,0%,0%,-3%,8%

# Compound activity (PubChem BioAssay)
